GRK2 aptamer HTS = blocks RNA aptamer binding to human GRK2; 0.59% of 330,000 active; P25098; inhibition of aptamer binding, % at 10 µM; bead flow cytometry, FAM-aptamer displacement from GRK2;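 active = inhibition of aptamer binding above 40%, roughly 3 SD of noise, on plates passing a quality check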;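 also: median bead fluorescence of bound FAM aptamer so fluorescent compounds give negative values; no value below 0 was filed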
CIT2 TOR yeast = modulators of TOR pathway CIT2-GFP in S. cerevisiae | S. cerevisiae CIT2-GFP strain, flow cytometry, 3 h; 100 means same as DMSO wells | GFP response vs DMSO, % at 10 µM | 0.065% of 320,000 active;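 active = GFP response relative to DMSO above a set limit, near the screen mean plus 3 SD, cut at about 150% in these data; inconclusive = Fewer than 70 cells measured for a yeast strain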;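 also: ratio of well median GFP fluorescence to mean of DMSO wells on the plate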
MCL1-BIM inh = inhibitors of human MCL1 binding to BIM-BH3 peptide. GST-MCL1 / FITC-Bim-BH3 fluorescence polarization. inhibition, % at 10.9 µM. 0.68% of 320,000 active;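 active = inhibition above the mean inhibition of all tested compounds plus 3 SD, set per campaign, cut at about 40% in these data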;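 also: 0% = DMSO wells and 100% = unlabeled Bim-BH3 peptide control; higher means more loss of mP so more displacement of Bim peptide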
MEX-5 binding = C. elegans MEX-5 TCR-2 RNA binding activity; 0.38% of 300,000 active; activity score (negative = inhibition of binding), % at 10 µM; Q9XUB2; AID 1832; MEX-5/FITC-TCR2 RNA binding, fluorescence polarization; active compounds read low;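 active = inhibition past about -25% in most replicates, and total fluorescence under double the plate's negative control median, limit read from the data; inconclusive = replicates evenly split on the limit, or fluorescence at least double controls; inactive = too little inhibition in most replicates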;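 also: 0% = DMSO and -100% = 5 µM competing unlabeled TCR2 RNA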
Target sequence (Q9XUB2 whole entry, looked up): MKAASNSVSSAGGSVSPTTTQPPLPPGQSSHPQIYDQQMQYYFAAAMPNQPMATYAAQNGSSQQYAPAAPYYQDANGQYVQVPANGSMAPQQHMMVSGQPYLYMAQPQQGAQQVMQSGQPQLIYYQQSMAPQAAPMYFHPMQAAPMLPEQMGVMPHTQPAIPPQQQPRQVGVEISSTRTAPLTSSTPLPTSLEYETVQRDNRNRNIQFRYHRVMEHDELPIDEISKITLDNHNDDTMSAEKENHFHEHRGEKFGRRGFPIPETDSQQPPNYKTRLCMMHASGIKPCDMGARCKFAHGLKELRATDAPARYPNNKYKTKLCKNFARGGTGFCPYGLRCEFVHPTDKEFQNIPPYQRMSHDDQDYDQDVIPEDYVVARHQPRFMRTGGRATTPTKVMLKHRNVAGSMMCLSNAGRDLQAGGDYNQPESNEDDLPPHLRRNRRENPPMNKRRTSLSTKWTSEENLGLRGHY
Bcl-xL primary = Bcl-xL (human) inhibition; Q07817; GST-Bcl-xL / FITC-Bim BH3 peptide fluorescence polarization; inhibition, % at 10.9 µM; 0.7% of 320,000 active;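 active = inhibition above the mean of all tested compounds plus 3 SD, cutoff set per campaign, cut at about 30% in these data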;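 also: 0% = DMSO wells and 100% = unlabeled Bim-BH3 peptide competitor; inhibitors lower millipolarization by displacing the labeled peptide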
VLA-4 inh = inhibition in a human VLA-4 binding assay; P13612; VLA-4 expressing cells, ligand binding flow cytometry; inhibition, % (about 7 µM as worked out from the volumes in the protocol); 0.2% of 330,000 active; AID 2557; in the data active = inhibition above about 50%
GLD-1 RNA inh = GLD-1-TGE RNA interaction inhibition (C. elegans); inhibition, % at 5.96 µM; AID 2280; purified GLD-1 + fluorescein TGE RNA, fluorescence polarization; 0.44% of 320,000 active; Q17339;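 active = percent inhibition above a per-plate cutoff, the plate mean of test compounds plus 3 SD, cut at about 30% in these data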;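 also: 0% = DMSO wells with GLD-1 and probe and 100% = wells lacking GLD-1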
Target sequence (Q17339 whole entry, looked up): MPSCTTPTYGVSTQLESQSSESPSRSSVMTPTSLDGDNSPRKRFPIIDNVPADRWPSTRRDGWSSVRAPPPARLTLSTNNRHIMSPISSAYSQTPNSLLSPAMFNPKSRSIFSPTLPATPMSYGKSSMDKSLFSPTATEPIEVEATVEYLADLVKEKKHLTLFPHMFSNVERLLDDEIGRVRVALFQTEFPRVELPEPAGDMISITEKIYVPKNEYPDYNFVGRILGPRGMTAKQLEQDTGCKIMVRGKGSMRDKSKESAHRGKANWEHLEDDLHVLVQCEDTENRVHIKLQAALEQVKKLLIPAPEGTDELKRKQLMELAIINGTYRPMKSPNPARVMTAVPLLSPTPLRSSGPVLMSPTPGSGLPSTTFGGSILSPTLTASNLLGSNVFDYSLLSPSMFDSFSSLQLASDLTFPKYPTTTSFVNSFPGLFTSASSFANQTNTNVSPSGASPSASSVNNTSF
CR mimetic SO = yeast age-related superoxide inhibition as caloric restriction mimetic; AID 2690; S. cerevisiae aged cells, superoxide DHE fluorescence; active compounds read low; 0.18% of 330,000 active; superoxide response (% of plate mean), % at 10 µM;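 active = superoxide response under a set limit, about three screen SD below normal, cut at about 65% in these data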;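 also: yeast aged for seven days with compound at 30 °C before DHE staining; 100% = average MFI of all compound-treated wells on the plate with controls excluded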
AGP1-GFP MLPCN = modulators of TOR pathway AGP1-GFP in S. cerevisiae; 0.02% of 320,000 active; GFP response vs DMSO, % at 10 µM; S. cerevisiae AGP1-GFP multiplex flow cytometry, 3 h; GFP as percent of DMSO wells;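 active = GFP response relative to DMSO above a set limit, near screen average plus 3 SD, cut at about 150% in these data; inconclusive = fewer than 70 cells counted for the yeast strain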;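 also: median GFP channel fluorescence of the gated AGP1 strain per well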
* hit, by the source's call; ? = inconclusive; nt = no result given.

SMILES	GRK2 aptamer HTS	CIT2 TOR yeast	MCL1-BIM inh	MEX-5 binding	Bcl-xL primary	VLA-4 inh	GLD-1 RNA inh	CR mimetic SO	AGP1-GFP MLPCN
O=C(COC(=O)c1nc(Cl)ccc1Cl)NCc1ccc(Cl)cc1	1.0	101.7	-4.4	nt	-1.7	-0.4	5.6	78.8	101.4
Cc1cc(C(=O)Nc2cc(S(C)(=O)=O)ccc2Cl)c(C)o1	1.0	90.8	nt	nt	nt	-0.4	0.9	93.7	99.9
CCOC(=O)/C=C(\C)N1N=C(c2ccccc2)CC1c1ccccc1 (centres undefined)	0.0	102.8	-16.0	4.1	-0.2	-40.2	-6.0	79.8	82.8
CCOc1ncccc1C(=O)OCC(=O)Nc1cccc(C(C)=O)c1	0.0	104.8	6.2	-0.2	3.9	2.2	2.5	93.3	98.2
CCOC(=O)C1CCCN(C(=O)c2ccc(S(=O)(=O)Nc3ccccc3OC)cc2)C1 (centres undefined)	0.0	91.3	2.1	nt	3.1	5.7	4.4	102.3	103.3
COC(=O)CCSc1cc([N+](=O)[O-])cc2c1c(C1OCCS1)nn2-c1ccccc1 (centres undefined)	3.0	97.0	-1.8	-7.5	0.4	-2.7	6.6	111.8	nt
CC(C)/C=C/C(=O)N1CCC(N2CCC(C(=O)N3CCOCC3)CC2)CC1	0.0	109.1	1.8	2.5	5.7	7.6	5.8	89.2	107.2
COc1cccc(OCc2nnc(-c3cccs3)o2)c1	0.0	99.5	4.8	-0.7	5.5	37.1	0.4	84.1	96.3
O=C(Nc1sc2c(c1C(=O)O)CCC2)c1ccccc1F	3.0	93.8	8.5	-0.2	5.1	-5.0	-3.9	135.6	94.3
CCOC(=O)CCc1c(C)c2ccc(OCC)c(C)c2oc1=O	3.0	91.8	0.1	1.9	5.6	-4.1	4.6	109.5	99.5
CCOP(=O)(c1ccccc1)C(O)c1ccc(Br)cc1 (centres undefined)	0.0	101.3	5.2	-0.7	6.6	26.6	6.2	95.1	90.7
CC1CCN(C(=O)c2cc3ccccc3cc2O)CC1	31.0	92.0	-0.1	-1.4	0.6	12.8	-4.1	105.2	90.6
COc1ccc(NC(=O)O/N=C/c2ccccc2Cl)cc1	6.0	88.1	0.2	2.4	-0.1	-1.9	-3.6	102.1	91.3
Cc1ccc(-c2csc(Nc3ccc(C(=O)O)cc3)[n+]2Cc2ccccc2)cc1	2.0	89.2	8.0	-2.1	5.8	3.0	-6.1	116.6	93.8
Cc1nnsc1C(=O)Nc1ccc(Cl)cc1	2.0	97.5	-5.3	-0.7	1.7	5.7	-2.4	108.3	100.0
O=C(NC1CCCc2ccccc21)C1CCN(C(=O)c2sccc2-n2cccc2)CC1 (centres undefined)	0.0	118.7	2.4	2.4	1.8	-14.2	5.5	96.0	107.5
Cc1ccc(-c2nc3cc(Br)cnc3nc2-c2ccc(C)cc2)cc1	12.0	86.1	-1.5	2.4	2.8	-1.7	-2.4	104.4	33.2
Cc1ccc2c(C)c(C(=O)N(Cc3ccccc3)C3CCS(=O)(=O)C3)oc2c1 (centres undefined)	0.0	105.3	5.2	-2.9	2.8	10.3	0.5	95.9	101.6
Cc1occc1C(=O)N/N=C/c1ccccc1[N+](=O)[O-]	0.0	94.5	3.5	2.1	7.3	15.3	-0.5	122.5	93.8
CCOC(=O)N1CCN(c2c(N3CC=C(c4ccccc4)CC3)c(=O)c2=O)CC1	4.0	94.9	-0.1	-0.6	-0.8	-2.4	9.4	101.1	101.8
N#Cc1ccc(OCC(=O)N/N=C2/CC(c3ccccc3)Oc3ccccc32)cc1 (centres undefined)	0.0	96.3	0.5	3.1	-3.4	22.3	8.9	101.8	93.9
CCOc1cc(C(=O)NC(C)C2CC3CCC2C3)cc(OCC)c1OCC (centres undefined)	0.0	101.4	1.6	-1.1	5.7	0.2	2.5	105.6	100.4
O=C(NCc1ccncc1)C1CCCN(S(=O)(=O)Cc2ccccc2)C1 (centres undefined)	2.0	99.5	0.6	-0.4	-4.4	11.0	-1.4	86.4	103.5
CC(C)N(Cc1nc(-c2ccccc2)no1)C(=O)c1ccc(Br)o1	3.0	92.9	5.5	2.4	1.2	-6.5	3.0	96.1	100.0
Cc1nn2c(N3CCOCC3)cc(C(C)(C)C)nc2c1-c1ccccc1	0.0	98.8	3.8	-2.2	7.8	4.8	-3.6	97.0	99.2
Cc1cccc(-c2onc3ccc(C4(C)OCCO4)cc23)c1	1.0	107.0	7.5	-0.5	4.8	-22.0	0.5	92.5	102.9
Cc1cc(C(=O)CCC(=O)NC(C)c2ccc(S(N)(=O)=O)cc2)c(C)s1 (centres undefined)	1.0	74.0	-2.1	5.1	-4.5	5.8	1.4	97.1	81.4
CCOc1ccc(C(=O)N/N=C/c2cc([N+](=O)[O-])cs2)cc1	0.0	104.4	1.6	0.9	0.7	5.1	-7.0	107.5	106.4
Cc1ccc(S(=O)(=O)Nc2ccc3c(c2)OCCO3)c(C)c1NS(C)(=O)=O	0.0	114.3	-3.0	-1.5	2.6	4.1	2.0	96.8	113.7
C/C(=N\Nc1ncc(Cl)cc1Cl)c1ccc2c(c1)OCO2	0.0	102.6	3.9	0.1	4.8	1.4	-1.2	73.8	103.5
O=C(NNS(=O)(=O)c1ccc(Cl)cc1)c1cnn(-c2ccccc2)c1-n1cccc1	0.0	100.5	7.0	-1.4	3.5	-1.6	-0.2	98.6	105.9
Cc1ccccc1NC1=NC(=S)N(c2ccccc2)C12CCCCC2	0.0	87.9	2.6	2.7	-1.0	nt	6.0	93.4	93.8
N=c1n(Cc2ccccc2)c2ccccc2n1CC(O)c1ccco1 (centres undefined)	0.0	100.4	11.0	-2.8	13.9	-0.5	4.0	89.1	106.3
Cc1nc(N2CCOCC2)c(C#N)c(C)c1Br	2.0	94.9	-1.9	2.2	2.1	-2.8	-4.2	97.1	100.7
Nc1cc2ccccc2oc1=O	1.0	102.8	8.4	0.5	5.5	20.3	-3.3	98.2	54.4
CN(C)S(=O)(=O)c1ccc(N2CCOCC2)c(C(=O)O)c1	2.0	100.5	5.3	-3.3	6.4	6.9	4.0	102.5	111.3
CCn1c(-c2cccnc2Cl)nc2ccccc21	1.0	107.9	-3.5	-1.1	-1.2	9.1	0.5	93.5	103.5
NC(=O)C1CCN(CCC(=O)Nc2ccc(F)c(F)c2)CC1	3.0	99.9	6.4	-4.7	0.9	7.8	-1.3	88.2	104.6
COC(=O)C1CCN(C(=O)CCC2CCCCC2)CC1	0.0	89.4	-1.0	-1.0	1.6	5.2	-0.9	97.4	95.8
CSc1ccc(S(=O)(=O)N2CCC(C(=O)Nc3ccc(NC(C)=O)cc3)CC2)cc1	0.0	105.6	6.3	-0.2	-0.8	8.3	0.9	98.0	95.8
COc1ccc(CNC2CCCCC2)cc1	0.0	104.7	0.8	0.3	2.1	10.5	7.7	108.0	109.6
COCCOC(=O)c1c(C)oc2ccc(OC(=O)COc3c(F)c(F)c(F)c(F)c3F)cc12	6.0	89.4	3.6	1.9	4.9	-1.0	1.1	107.7	99.6
CCOc1ccc(OCC(=O)OC(C)C(=O)NC2CCCCC2C)cc1 (centres undefined)	1.0	84.4	6.7	nt	2.9	-6.0	1.3	89.3	96.0
O=C(OCC(=O)c1ccccc1Cl)c1cnccn1	0.0	101.5	5.3	-1.1	-0.9	12.1	10.1	101.6	96.9
CCn1c(SCC(=O)N/N=C\c2ccccc2OCC(=O)O)nnc1-c1ccc(Cl)cc1	1.0	104.5	1.4	-2.2	-0.7	-0.5	1.2	95.0	109.8
Cc1nc(NCc2ccccc2)[nH]c(=O)c1CCC(C)C	1.0	95.3	1.9	0.0	0.0	3.9	0.6	97.3	98.9
Cc1cc(CNC(=O)CC2C(=O)NCCN2Cc2ccccc2)nn1C (centres undefined)	0.0	101.3	13.6	-6.6	18.2	14.9	21.1	107.0	102.3
O=C(CSCc1nc2ccccc2[nH]1)Nc1ccc(Oc2ccccc2)cc1	1.0	102.6	7.4	1.9	7.0	17.1	-0.4	118.1	96.5
Cc1ccc2cc(CN(Cc3ccco3)C(=O)c3cccs3)c(=O)[nH]c2c1	0.0	89.7	1.4	-0.5	2.4	0.0	0.0	90.0	100.0
COC(=O)c1c(C(=O)OC)c(-c2ccccc2)n2c1CCC2	0.0	90.9	8.2	2.5	1.4	16.7	-3.1	98.8	106.0
O=C(CSc1ccc2nnc(-c3ccccc3)n2n1)N1CCCCC1	0.0	91.7	-2.7	3.5	-0.6	-1.0	-6.7	104.4	99.8
CC(=O)Nc1ccc(SCC(=O)Nc2ccc3c(c2)OCCO3)cc1	3.0	95.8	nt	nt	nt	6.9	-0.2	95.4	98.7
c1ccc(C[n+]2ccc3ccccc3c2)cc1	0.0	98.2	3.7	-0.7	5.7	-5.7	1.4	75.5	96.9
COc1cc(CN(C(=O)c2ccco2)C2CCS(=O)(=O)C2)cc(OC)c1OC (centres undefined)	2.0	138.8	1.6	-1.5	3.6	-5.0	-1.1	97.9	103.1
O=C(CSCc1ccc(F)cc1)NCc1cccs1	0.0	96.0	-1.8	-1.4	-0.1	15.0	-2.2	96.5	102.5
COc1ccc(NC(=O)c2ccc3ccccc3c2)cc1	0.0	88.5	-1.2	-2.9	-0.8	4.5	3.8	97.3	90.9
Cc1cc(NC(=O)CSc2nnnn2-c2ccccc2)no1	3.0	98.3	-4.9	0.1	1.0	6.9	6.9	90.5	81.4
Cc1ccc(C2=NC(C)(C)NC2=O)cc1	0.0	99.0	0.5	1.3	-0.9	7.6	3.2	108.0	99.8
CNc1nnc(-c2ccco2)s1	0.0	92.0	9.8	-0.8	6.6	10.0	1.3	99.4	103.5
Cc1cc(C)nc(NC(=O)NS(=O)(=O)Nc2ccc(Br)cn2)n1	10.0	113.4	0.9	-2.7	2.2	4.4	5.8	90.3	105.0
(listing goes on)
SMILES	GRK2 aptamer HTS	CIT2 TOR yeast	MCL1-BIM inh	MEX-5 binding	Bcl-xL primary	VLA-4 inh	GLD-1 RNA inh	CR mimetic SO	AGP1-GFP MLPCN
COc1ccc(C(=O)/C=C2/c3ccccc3CC(C)(C)N2C)cc1OC	2.0	100.9	-8.1	-1.9	-2.7	7.6	4.1	95.3	93.5
Fc1c(F)c(F)c(NC2=NCCCCC2)c(F)c1F	1.0	110.8	4.8	2.0	3.7	-122.2	6.0	99.3	101.9
O=C(NCCc1ccccc1)C1CCN(S(=O)(=O)c2ccc(-n3cnnn3)cc2)CC1	0.0	95.5	4.0	-1.6	4.4	6.2	3.7	93.0	92.7
O=C(OCCc1ccccc1)c1cc(O)c(O)c(O)c1	0.0	109.0	53.9*	?	18.5	18.6	-4.8	90.0	106.2
CC(=O)c1cccc(NC(=O)C(C)OC(=O)c2cc(=O)[nH]c3ccccc23)c1 (centres undefined)	0.0	98.2	-1.6	0.6	1.8	0.5	6.3	101.3	103.4
Cc1noc(NS(=O)(=O)c2ccc(NC(=O)/C=C/c3ccc(Br)cc3)cc2)c1C	4.0	115.3	nt	nt	nt	-9.5	nt	98.1	97.0
